Source: PubChem BioAssay
POLH inh: qHTS for Inhibitors of Polymerase Eta; DNA polymerase eta (Homo sapiens), Q9Y253; recombinant Pol eta, fluorescent DNA replication assay; Potency, µM (titrated, usually from 114 µM), for the others: at the top dose activity change, negative = inhibition, usual class: inhibitors; 390,000 tested, 1.2% active; further: potency means the concentration at half of the fitted maximal effect; on the % scale 0 is the no-effect control and ±100 the full control effect
Target sequence (Q9Y253 whole entry, looked up): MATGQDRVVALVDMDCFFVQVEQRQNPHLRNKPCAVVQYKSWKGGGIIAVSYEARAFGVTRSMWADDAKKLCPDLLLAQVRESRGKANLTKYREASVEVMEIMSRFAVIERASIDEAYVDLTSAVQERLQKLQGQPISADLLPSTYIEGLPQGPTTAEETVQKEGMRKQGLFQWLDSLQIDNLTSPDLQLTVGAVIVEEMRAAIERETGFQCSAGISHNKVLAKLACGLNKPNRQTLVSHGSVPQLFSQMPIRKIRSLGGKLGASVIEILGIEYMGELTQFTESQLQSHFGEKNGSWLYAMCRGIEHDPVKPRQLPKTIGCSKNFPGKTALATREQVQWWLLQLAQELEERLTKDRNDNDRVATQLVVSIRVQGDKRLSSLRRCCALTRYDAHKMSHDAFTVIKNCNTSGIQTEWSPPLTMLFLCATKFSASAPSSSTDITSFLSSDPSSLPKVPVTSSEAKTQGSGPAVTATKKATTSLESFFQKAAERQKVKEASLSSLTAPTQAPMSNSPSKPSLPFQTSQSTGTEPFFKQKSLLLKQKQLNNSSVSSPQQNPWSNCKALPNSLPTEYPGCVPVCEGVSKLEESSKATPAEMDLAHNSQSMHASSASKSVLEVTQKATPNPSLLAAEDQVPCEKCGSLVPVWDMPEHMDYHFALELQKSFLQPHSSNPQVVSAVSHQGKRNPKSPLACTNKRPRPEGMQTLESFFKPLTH
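Fluorescent replication assay: 50 nM final substrate added after a 15 min room-temperature compound preincubation with 10 nM enzyme. Signal taken at 0 min and again at 10 min.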
GLS inh: qHTS for Inhibitors of Glutaminase (GLS); Glutaminase kidney isoform, mitochondrial (Homo sapiens), O94925; GLS enzymatic activity, qHTS titration; Potency, µM (top dose mostly 45.5 µM), for inactives: at the highest dose activity change, negative = inhibition, hits mostly inhibitors; AID 624170, 2012; 410,000 tested, 0.21% active; further: potency means the concentration at half of the fitted maximal effect; on the % scale 0 is the no-effect control and ±100 the full control effect
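Assay buffer: 45 mM KH2PO4 pH 8.2, 0.02% Tween-20. hKGA acts on L-glutamine (1 mM solution added); product glutamate is reported by an oxidase/peroxidase Amplex Red coupling, with fluorescence taken at baseline and 30 min.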
Tb PGK inh: qHTS Assay to Find Inhibitors of Phosphoglycerate Kinase | Potency, µM (doses to about 57.5 µM), for the others: top-dose activity change, negative = inhibition, most hits filed as inhibitors | Phosphoglycerate kinase, glycosomal (Trypanosoma brucei brucei), P07378 | 380,000 tested, 0.043% active | PGK/GAPDH coupled, Kinase-Glo luminescence, 60 min; further: potency means the concentration at half of the fitted maximal effect; on the % scale 0 is the no-effect control and ±100 the full control effect; nearly all actives have a fitted effect of over 60% in size
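Luminescent ATP detection (Kinase-Glo Plus) follows a 60-minute room-temperature incubation, with wells lacking PGK as controls. Buffer: 100 mM TEA (pH 7.6), 5 mM MgCl2, 0.01% Tween-20. Coupling enzyme GAPDH (100 nM final) supplies unstable 1,3-BPG in-well.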
HP1b binding inh: HTS for Inhibitors of HP1-beta Chromodomain Interactions with Methylated Histone Tails; AlphaScreen HP1-beta / biotin-H3K9me3 peptide binding; Chromobox protein homolog 1 (Homo sapiens), P83916; 390,000 tested, 0.56% active; Potency, µM (series often up to 114 µM), for the others: top-dose activity change, negative = inhibition, actives largely listed as inhibitors; further: potency means the concentration at half of the fitted maximal effect; nearly all actives have a fitted effect of over 70% in size; inactives centre near 23
Target sequence (P83916 whole entry, looked up): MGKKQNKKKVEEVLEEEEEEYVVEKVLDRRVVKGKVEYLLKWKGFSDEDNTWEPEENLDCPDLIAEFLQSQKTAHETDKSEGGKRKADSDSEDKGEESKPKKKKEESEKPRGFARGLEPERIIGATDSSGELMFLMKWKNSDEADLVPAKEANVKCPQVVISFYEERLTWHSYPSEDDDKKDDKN
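HP1-beta protein (50 nM final) preincubated 30 min at room temperature with biotinylated H3(1-18)K9me3 peptide (50 nM) in PBS pH 7.4, 0.01% Tween-20, then compound added for 30 min. AlphaScreen streptavidin donor/nickel chelate acceptor beads (10 ug/mL final), 30 min dark, luminescence read.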
Pin1 inh: qHTS Assay to Find Inhibitors of Pin1; Pin1 FP peptide displacement, HiFluor488, 10 min; Potency, µM (series often up to 115 µM), without a hit: at the highest dose activity, negative = inhibition, usual class: inhibitors; 390,000 tested, 0.009% active; active means well fitted inhibition curve with a large enough effect in the polarisation, with a control signal flat, not every such curve was filed as active; inconclusive means small, poorly fitted or top-dose-only effect, or effect the other way, or a change in a side signal; inactive means no such curve, though single readings can be large or run the other way; the % refers to the polarisation; further: potency means the concentration at half of the fitted maximal effect; on the % scale 0 is the no-effect control and ±100 the full control effect
Target sequence (Q13526 whole entry, looked up): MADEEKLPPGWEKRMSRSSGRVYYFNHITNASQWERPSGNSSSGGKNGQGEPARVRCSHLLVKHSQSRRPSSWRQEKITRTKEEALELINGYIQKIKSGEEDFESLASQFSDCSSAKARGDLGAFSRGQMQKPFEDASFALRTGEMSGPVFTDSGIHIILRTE
G9a inh: qHTS Assay for Inhibitors of Histone Lysine Methyltransferase G9a. 350,000 tested, 8.8% active. G9a H3K9 monomethylation, AlphaScreen, 2 h. Potency, µM (doses to about 102 µM), for inactives: at the top dose activity, negative = inhibition, most hits filed as inhibitors. AID 504332, 2011; further: potency means the concentration at half of the fitted maximal effect; on the % scale 0 is the no-effect control and ±100 the full control effect; nearly all actives have a fitted effect of over 75% in size
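Chemiluminescent proximity detection of H3K9 monomethylation, read after 10 min bead incubation in the dark. Reaction: 20 nM G9a, 500 nM biotin-H3K9 peptide, 20 uM SAM cofactor, 2 h, room temperature, following 15 min enzyme-compound preincubation.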
JMJD2A Tudor: qHTS Assay for Inhibitors of JMJD2A-Tudor Domain. Lysine-specific demethylase 4A (Homo sapiens), O75164. AlphaScreen JMJD2A-Tudor / H3K4me3 peptide binding. Potency, µM (doses to about 114 µM), without a hit: top-dose activity change, negative = inhibition, hits mostly inhibitors. 390,000 tested, 4.4% active; further: potency means the concentration at half of the fitted maximal effect; on the % scale 0 is the no-effect control and ±100 the full control effect; nearly all actives have a fitted effect of over 50% in size
PI4K2A inh: qHTS for small molecular inhibitors of PI4K2A; Phosphatidylinositol 4-kinase type 2-alpha (Homo sapiens), Q9BTU6; purified PI4K2A, ADP-Glo luminescence, 1 h; stronger effect = lower value; activity change, negative = inhibition, % at 76.9 µM; 420,000 tested, 0.13% active; AID 1346378, 2018; in the data active means activity change below about -50%; inconclusive means mostly about -30% to -49%;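 further: -100% = wells without enzyme as full effect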
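In this quantitative HTS, ADP production by PI4K2A was quantified luminescently after 1 h at ambient temperature; 100 microM adenosine served as plate-quality control.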
BAZ2B inh: qHTS Assay for Inhibitors of BAZ2B; 360,000 tested, 4.4% active; AlphaScreen BAZ2B-H3K14Ac peptide displacement; Potency, µM (series often up to 114 µM), inactives show top-dose activity change, negative = inhibition, most hits filed as inhibitors; further: potency means the concentration at half of the fitted maximal effect; on the % scale 0 is the no-effect control and ±100 the full control effect; nearly all actives have a fitted effect of over 60% in size
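AlphaScreen displacement of biotin-H3(5-23)K14Ac peptide (50 nM final) from BAZ2B (50 nM final) in PBS pH 7.4, 0.01% Tween-20; complex preformed 30 min RT, then compounds (top 110 uM) 30 min RT, beads 20 min dark.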
* hit, by the source's call; i = inactive; ? = inconclusive; nt = not tested or not shown; & = joins results of further samples; ! = not active in a repeat; [ ] = another dose, or the depositor's remark. Unless noted, the call rests on the fitted dose curve; in most records, active means well fitted curve in the direction sought with a large enough effect; inconclusive means small, poorly fitted or top-dose-only effect, or another doubt; inactive means no such curve, though single readings can be large; an effect the other way counts as inactive or inconclusive. This is a subset (hit frequency here may not be typical).

SMILES	POLH inh	GLS inh	Tb PGK inh	HP1b binding inh	Pin1 inh	G9a inh	JMJD2A Tudor	PI4K2A inh	BAZ2B inh
CCC(=O)N(CCC(Cc1ccccc1)c1ccc2c(c1)OCO2)Cc1ccccc1F (stereo not given)	-18.8%	-3.0%	i	62.0%[activator]	13.2%	14.1%	20.5%	-1.3	1.8%
COC(=O)c1nnn(CC(=O)Nc2cc(F)ccc2F)c1C(=O)OC	-12.2%	3.2%	i	66.7%[activator]	?	45.9%[59 µM]	-15.8%	-10.3	40.9%[activator]
COC(=O)C1=C(NC(=O)C2CCCCC2)CCS1	-0.1%	2.1%	-5.1%	-2.8%	-1.8%	1.78µM*	?	-1.8	?
COC(=O)CSc1ncc(C#N)c(N)n1	10.6%	1.6%	-4.4%	55.6%[activator]	3.8%	14.1%	-15.7%	0.7	8.5%
O=C(O)Cc1sc(-c2ccccc2Cl)nc1-c1ccccc1	4.5%	2.8%	-6.7%	18.4%	-5.3%	-40.2%	0.7%	1.9	-8.2%
O=C(Nc1nncs1)c1ccccc1NS(=O)(=O)c1cccs1	-0.1%	25.9%	-9.9%	30.3%	-3.7%	-21.1%[12.7 µM]	-12.8%	-3.2	-10.1%
Cc1ccc(S(=O)(=O)N(CC(=O)Nc2cccc(C)c2C)C(=O)N2CCN(C)CC2)cc1	-7.6%	2.6%	-1.7%	20.3%	2.3%	1.8%[2.33 µM]	-7.6%	0.5	9.8%
C[C@@H]1C(NC(=O)c2ccccc2)CC2CC1C2(C)C (stereo not given in full)	-15.6%	-6.0%	-1.3%	32.5%	-12.5%	nt	-2.7%	-3.9	14.3%
CCN1CCc2c(OCC(=O)Nc3ccccc3)cccc2C1=O	-11.1%	-13.2%	-10.1%	44.5%[activator]	-5.8%	34.9%	0.0%	4.2	-3.0%
Cc1ccc(OCCn2c(C)c(/C=N/n3cnnc3)c3ccccc32)cc1	-11.2%	6.9%	6.4%	55.5%	-5.6%	-36.1%	-1.9%	-9.3	-3.5%
COc1ccc(C(=O)N2CCN(Cc3ccc(OC)c(OC)c3)CC2)cc1	-10.7%	-4.5%	-2.2%	?	-1.7%	?	3.16µM*	10.5	?
COc1ccc(C(CNC(=O)CN(C)S(=O)(=O)c2ccc(C)cc2)N2CCCC2)cc1 (stereo not given)	-17.4%	0.1%	-8.7%	19.0%[57 µM]	-2.5%	nt	-4.8%	0.9	nt
Cc1nc2c(C)cccc2c2c1COC2	-14.2%	43.2%[activator]	-9.9%	10.7%	-1.5%	14.5%	-2.5%	4.1	-3.4%
COCCN(C(=O)Nc1ccc(OC)cc1OC)C1CCN(C(C)=O)CC1	-12.1%	13.0%	0.8%	23.9%	-8.8%	nt	7.6%	0.6	-4.3%
CCN1C(=O)C(=O)N(CC(=O)Nc2cc(C)ccc2C)C1=O	-9.0%	-1.2%	-7.6%	24.9%	1.8%	1.0%[2.33 µM]	-15.1%	-2.5	8.5%
COc1ccc(C(=O)c2cn(Cc3ccccc3)c3ccccc3c2=O)cc1OC	-11.6%	-9.5%	i	10.4%	-5.7%	-0.3%[59 µM]	-0.7%	0.4	-22.1%
O=C(Nc1ccccc1)Nc1ccccc1C(=O)NCC1CC1	-1.1%	-6.7%	-9.2%	11.4%	-3.4%	-9.5%	-3.3%	-4.6	-0.3%
Cc1ccc(C(=O)CSc2nc(-c3ccccc3)nc3c2CCCC3)cc1	-8.3%	0.5%	2.6%	22.2%	4.4%	-6.5%[59 µM]	-1.7%	-5.1	4.5%
CC(C)Cn1c(=O)c2sccc2n2c(CCCC(=O)NCCc3ccccc3)nnc12	-5.8%	-1.3%	-7.8%	31.1%	-1.2%	7.2%[59 µM]	2.6%	1.5	-20.3%
Cc1scc(-c2n[nH]c(=S)n2C(C)c2ccccc2)c1C (stereo not given)	-14.5%	-20.2%	11.8%	15.7%	1.6%	2µM*	79.4µM*	5.8	?
CC(C)(C)OC(=O)NCCc1onc(-c2ccccc2F)c1C(=O)O	-9.9%	5.3%	-8.5%	nt	nt	nt	nt	?	nt
Cc1ccc(CCNC(=O)c2ccc(CNS(=O)(=O)c3ccccc3)cc2)cc1	-17.9%	-17.9%	-3.9%	6.4%	-1.2%	-24.8%[59 µM]	-10.3%	-2.4	nt
O=C(Cn1nc(-c2ccc(Cl)cc2)c2ccccc2c1=O)Nc1cccc(Br)c1	nt	-0.4%	nt	35.4%	39.7%[activator]	-5.0%[59 µM]	-14.9%	-2.1	-6.5%
CCCS(=O)(=O)N1CCC(C(=O)NCc2ccc(F)cc2)CC1	-4.9%	0.3%	0.7%	14.9%	4.8%	-3.6%	-3.4%	4.5	-16.9%
O=C(NN=C1CCCC1)c1[nH]c2ccc(Cl)cc2c1-c1ccccc1	?	-10.2%	-2.6%	9.2%	4.8%	nt	-32.4%	0.2	-6.7%
CCCc1ccc(C(=O)CN2C(=O)C(=O)N(C3CCCC3)C2=O)cc1	-9.7%	-1.6%	-8.9%	19.7%	7.6%	-2.1%[12.7 µM]	-7.7%	1.0	0.8%
CCCNC(=O)c1onc(CSc2ccc(F)cc2)c1C(=O)NCC1CC1	-16.8%	-3.4%	i	85.4%[activator]	?	-0.7%[2.33 µM]	7.7%	-3.0	14.5%
Cc1cccc(-c2cc3nc(C)cc(NCCCn4ccnc4)n3n2)c1	-21.5%	4.2%	-2.5%	-12.6%	-2.6%	?	-22.9%[11.4 µM]	-12.8	17.8µM*
CC1CCC(NC(=O)C(Cc2ccccc2)n2cccc2)CC1 (stereo not given)	?	-10.6%	5.6%	32.5%	-5.2%	nt	-5.9%[11.4 µM]	-3.7	-36.0%
Cn1c(=O)[nH]c(=O)c2c1nc(SCC(O)CCl)n2Cc1ccccc1 (stereo not given)	-3.7%	-2.6%	-1.8%	-0.8%	4.7%	nt	-12.9%	-4.6	7.5%

3 compounds from above, sorted by the value under Tb PGK inh, highest first.
SMILES	POLH inh	GLS inh	Tb PGK inh	HP1b binding inh	Pin1 inh	G9a inh	JMJD2A Tudor	PI4K2A inh	BAZ2B inh
Cc1scc(-c2n[nH]c(=S)n2C(C)c2ccccc2)c1C (stereo not given)	-14.5%	-20.2%	11.8%	15.7%	1.6%	2µM*	79.4µM*	5.8	?
O=C(NN=C1CCCC1)c1[nH]c2ccc(Cl)cc2c1-c1ccccc1	?	-10.2%	-2.6%	9.2%	4.8%	nt	-32.4%	0.2	-6.7%
CC(C)Cn1c(=O)c2sccc2n2c(CCCC(=O)NCCc3ccccc3)nnc12	-5.8%	-1.3%	-7.8%	31.1%	-1.2%	7.2%[59 µM]	2.6%	1.5	-20.3%

Going on with the list.
SMILES	POLH inh	GLS inh	Tb PGK inh	HP1b binding inh	Pin1 inh	G9a inh	JMJD2A Tudor	PI4K2A inh	BAZ2B inh
Cc1ccc([C@H]2C(C(=O)O)=CC[C@@H](c3ccc(Cl)c(Cl)c3)N2S(=O)(=O)c2ccc(C)cc2)cc1	?	7.6%	-16.7%	66.8%[activator]	nt	nt	-20.5%	-1.8	nt
CCn1c(Cc2ccc(OC)cc2)nnc1SCC(=O)Nc1nc2ccccc2s1	4.3%	2.1%	-7.9%	15.0%	2.4%	-32.6%[59 µM]	-13.3%	1.6	-22.0%
N#CCOC(=O)C1c2ccccc2Oc2ccccc21	-9.7%	9.1%	-1.4%	38.8%	1.9%	?	14.7%	3.8	8.2%
CN(C)CCOC(=O)Cc1ccc(Cl)cc1	10.4%	16.3%	-5.2%	9.3%	-10.0%	9.7%[12.7 µM]	-8.4%	6.7	-1.8%
CCOCCCNC(=O)c1cnc2sc(N3CCCCCC3)nn2c1=O	-18.0%	-4.9%	i	?	1.0%	10.6%[59 µM]	-17.3%	-5.4	-11.7%
NCCCC(N)(C(=O)O)C(F)F (stereo not given)	0.0%	-2.9%&-11.2%	0.3%	18.7%	1.6%	7.08µM*!	-2.2%	3.5&3.5&-1.5	?
COc1ccc2sc(N(CCCN(C)C)C(=O)c3ccc(S(=O)(=O)N4CCc5ccccc5C4)cc3)nc2c1	-13.2%	2.9%	0.1%	-24.8%	7.7%	31.6µM*	56.2µM*	-1.5	-38.6%
CCc1noc(C)c1C(=O)Nc1ccc(C)c(S(=O)(=O)N2CCCCCC2)c1	-7.0%	-2.3%	-8.9%	36.8%	-2.7%	9.3%[0.501 µM]	-11.5%	1.2	-2.0%
CC1=C(C(=O)Nc2ccc(C)cc2C)C(c2cccs2)n2nc(SCc3ccc(Cl)cc3)nc2N1 (stereo not given)	-24.0%	-3.4%	-2.8%	10.0%	6.1%	3.3%[59 µM]	-19.2%	-3.3	-4.5%
CCOC(=O)CCc1c(C)c2ccc(OCC(=O)OC(C)C)cc2oc1=O	2.3%	-1.2%	-7.9%	23.1%	-0.1%	32.9%[59 µM]	-6.1%	2.0	6.6%
COc1cc(NC(=O)C2CC2)c(OC)cc1NC(=O)CCC(=O)NC1CCN(Cc2ccccc2)CC1	12.7%	0.0%	-4.1%	20.4%	-1.9%	39.8µM*	-14.7%	-3.2	-3.6%
CCOC(=O)c1ccc(N2C(=O)c3n[nH]c(-c4cccs4)c3C2c2ccc(C(C)C)cc2)cc1 (stereo not given)	-12.4%	-0.9%	-5.7%	10.4%	27.5%	?	?	-1.4	nt
Cc1ccc(-c2c3c(=O)n(C)c(=O)n(C)c3cn2Cc2cccnc2)cc1	6.9%	10.6%	-2.8%	46.7%	-2.8%	7.94µM*	-20.2%	6.5	11.1%
